DUSP3 inh = VHR1 (DUSP3) phosphatase inhibition | P51452 | recombinant VHR phosphatase, colorimetric substrate read-out | inhibition, % at 20 µM | hit rate 0.7% among 50,000; in the data active means inhibition above about 60%; further: some results filed as inactive read as strong as hits
Target sequence (P51452 whole entry, looked up): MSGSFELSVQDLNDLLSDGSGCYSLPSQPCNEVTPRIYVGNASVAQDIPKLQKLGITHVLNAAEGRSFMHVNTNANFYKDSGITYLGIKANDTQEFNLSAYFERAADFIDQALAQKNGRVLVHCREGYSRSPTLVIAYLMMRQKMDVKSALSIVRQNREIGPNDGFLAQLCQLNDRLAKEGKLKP
The depositor's hits bear a star. A portion of the library. The share of hits here may be higher or lower than overall.

entry | SMILES | DUSP3 inh
1 | CSc1nc(SC)c2c3c(sc2n1)COC(C)(C)C3 | 4.5
2 | CC[n+]1c(/C=C/c2ccc(-c3ccc([N+](=O)[O-])cc3)o2)ccc2ccccc21 | -23.1
3 | Cc1ccc(NC(=O)CN(c2ccc(C)c(Cl)c2)S(C)(=O)=O)c(C)c1 | -3.5
4 | Cc1ccc(C(=O)NC(NC(=S)Nc2ccccc2)C(Cl)(Cl)Cl)cc1 (centres undefined) | -3.3
5 | COc1ccc(/C=C/C(=O)c2c3c(c(C)[nH]c2=O)CCCC3)cc1 | -6.5
6 | O=C(Nc1ccc(Nc2ccccc2)c2c1C(=O)c1ccccc1C2=O)c1ccccc1 | 14.3
7 | Cn1/c(=N/N=C/c2c(F)cccc2Cl)sc2ccccc21 | 45.0
8 | O=[N+]([O-])c1ccc(Cl)c(-n2ncnc2-c2ccc(Br)cc2)c1 | 8.3
9 | CCCOc1cccc(C(=O)Nc2scc(-c3ccccc3Cl)c2C(=O)OC)c1 | -1.1
10 | Cc1cc(/C=C2\NC(=S)NC2=O)c(C)n1-c1cccc([N+](=O)[O-])c1 | -5.1
11 | NC(=O)Cn1c(-c2nonc2N)nc2ccccc21 | -3.0
12 | COc1ccccc1CNC(=O)c1ccc(CN(c2ccccc2)S(=O)(=O)c2ccccc2)cc1 | -16.3
13 | COC(=O)C1C2C(=O)N(c3ccc([N+](=O)[O-])cc3)C(=O)C12c1ccc(C)cc1 (centres undefined) | 116.4*
14 | COC(=O)C1=NN(C(=O)c2cccc(OC)c2)C(C)(O)C1 (centres undefined) | -36.2
15 | Cc1ccc(CNC(=O)C(=O)NCc2ccco2)cc1 | -7.7
16 | O=P(O)(O)CP(=O)(c1ccccc1)c1ccccc1 | -9.3
17 | Cc1cc(C)cc(NC(=O)C(=O)NCC(C)O)c1 (centres undefined) | -24.2
18 | Cc1ccccc1OCC(=O)Nc1ccc(NC(=O)c2ccco2)cc1 | -16.4
19 | CC1CCOP(=O)(C(Nc2ccc([N+](=O)[O-])cc2)c2ccc(Br)cc2)O1 (centres undefined) | 20.0
20 | COc1ccc(NC(=O)COc2ccc(C(C)(C)c3ccccc3)cc2)c(OC)c1 | -3.7
21 | COC(=O)c1c(NC(=O)c2sc3cc(C)ccc3c2Cl)sc2c1CCCC2 | 5.0
22 | Cc1cccc(NC(=O)c2ccc([N+](=O)[O-])cc2)c1 | -15.5
23 | CCCC(=O)Nc1ccc(NC(=O)c2cc(Br)ccc2Cl)cc1 | -4.5
24 | COc1ccccc1C1NC(c2ccccc2OC)C2C(=O)C1C(c1ccccc1OC)NC2c1ccccc1OC (centres undefined) | -17.1
25 | CNC(=O)C(=O)Nc1ccc(OC)cc1OC | 13.8
26 | O=C(c1ccc(Br)cc1)N1CCN(c2ccc(F)cc2)CC1 | -18.9
27 | O=C(Nc1ccccc1)C(C(=O)Nc1ccccc1)C12CC3CC(CC(C3)C1)C2 | 5.2
28 | C/C(Cc1ccccc1)=N/NC(=O)c1cc(-c2ccccc2)nc2ccccc12 | -6.8
29 | COc1ccc(OC)c(NC(=S)NC(NC(=O)Cc2ccccc2)C(Cl)(Cl)Cl)c1 (centres undefined) | 0.2
30 | O=C1NC(=S)NC(=O)C1=Cc1ccc(N2CCCCC2)c([N+](=O)[O-])c1 | 8.4
31 | COc1cc(/C=C2/SC(=S)N(CC(=O)Nc3ccccn3)C2=O)cc(OC)c1OC | 11.4
32 | CCCC(C)C1C(C#N)=C(N)Oc2n[nH]c(-c3ccccc3)c21 (centres undefined) | -13.0
33 | O=C(/C=C/c1cc2c(cc1Br)OCCO2)c1c(-c2ccccc2)c2cc(Cl)ccc2[nH]c1=O | 8.4
34 | Nc1nonc1/C(=N/O)N1CCN(CCO)CC1 | -19.0
35 | Cc1nc2ccccc2n1C1CC(=O)N(c2ccc(Br)cc2)C1=O (centres undefined) | -4.5
36 | O=C(Nc1ccc(Oc2ccccc2)cc1)c1cc2ccccc2oc1=O | 10.7
37 | Cc1ccc(S(=O)(=O)Nc2ccc(N3CCCCC3)cc2)cc1[N+](=O)[O-] | 17.8
38 | O=C(NCC(O)c1ccccc1)C(=O)Nc1ccc(F)cc1 (centres undefined) | -11.7
39 | O=C(Nc1nc(-c2ccc(Cl)cc2)cs1)c1sc2ccccc2c1Cl | -17.9
40 | CC(C)(CO)N=C1NS(=O)(=O)c2cc([N+](=O)[O-])ccc21 | -19.4
41 | CC(=O)N1CCN=C1Nc1c(Cl)cccc1Cl | -21.4
42 | CS(=O)(=O)NCCCNc1ccc(C(F)(F)F)cc1[N+](=O)[O-] | 6.1
43 | CCOC(=O)C(C(=O)OCC)C(C(=O)OCC)(C(=O)OCC)C(C(=O)OCC)C(=O)OCC | -13.9
44 | Cn1c(O)c(C=Nc2ccc3c(c2)CCC3)c(=O)n(C)c1=O | -6.0
45 | O=C1CC(Cc2ccc(Cl)cc2)C(=O)N1c1ccc2ccccc2n1 (centres undefined) | -8.9
46 | CC(=O)Oc1ccc2occ(C(=O)c3ccccc3)c2c1 | -13.0
47 | CCOC(=O)c1sc(NC(=O)C2CC=CCC2C(=O)O)c(C(N)=O)c1C (centres undefined) | -13.5
48 | O=C(c1ccc([N+](=O)[O-])cc1)N1CCN(c2nc(-c3ccccc3)c3cc(Cl)ccc3n2)CC1 | -16.6
49 | O=C1CC(c2ccccc2)CC(O)=C1C=NCCC(c1ccccc1)c1ccccc1 (centres undefined) | -19.0
50 | CCC(CC)=N/N=C1/NC(=O)C(CC(=O)Nc2ccc(C(=O)O)cc2)S1 (centres undefined) | -12.9
51 | O=c1c(Cl)c(Cl)cnn1Cc1c(Cl)ccc(Cl)c1Cl | -3.6
52 | Cc1cc(Cl)ccc1OCCCC(=O)N1CCN(c2cccc(C)c2C)CC1 | -4.3
53 | COc1cc(C(=O)Nc2nc3c(C)cccc3s2)cc(OC)c1OC | -3.1
54 | CC(C)Oc1ccc(C(=O)N2CCC(Cc3ccccc3)CC2)cc1 | -23.2
55 | COc1ccc(-c2cc(C(F)(F)F)n3nc(C(=O)O)c(Cl)c3n2)cc1 | -31.6
56 | CN(C)/C=C1\N=C(c2ccc3c(c2)OCO3)OC1=O | -6.2

More structures follow:
entry | SMILES | DUSP3 inh
57 | CC(=O)N(c1ccc(Br)cc1)C1SC(=O)N(c2cccc(C)c2)C1=O (centres undefined) | -12.1
58 | Cn1ccnc1Sc1ccc(C2Nc3ccc4ccccc4c3C3=C2C(=O)CC(C)(C)C3)cc1[N+](=O)[O-] (centres undefined) | 6.8
59 | CC(C)(C)NC(=O)CCN1C(=O)c2ccccc2C1=O | -10.0
60 | Nc1ccc(S(=O)(=O)O)c2cccc(S(=O)(=O)O)c12 | 7.3
61 | CC1=C(C(=O)Nc2ccccc2)C(c2ccc(Cl)cc2)C(C(=O)Nc2ccccc2)=C(C)N1 | 19.8
62 | CCc1ccccc1N(CC(=O)Nc1ccc(Br)cc1)S(C)(=O)=O | -2.8
63 | C/C(=N\NC(=O)c1cc(-c2ccccc2)n[nH]1)c1cccc([N+](=O)[O-])c1 | -2.2
64 | NC(=O)c1ccc(NC(=O)CCN2C(=O)c3cccc([N+](=O)[O-])c3C2=O)cc1 | 15.7
65 | COc1ccc2c3c(c(=O)oc2c1)CCCC3 | -5.1
66 | CCOc1ccc(NCC(=O)N/N=C/c2c[nH]c3ccccc23)cc1 | 15.1
67 | N#C/C(=C\c1ccc(-c2ccc(C(=O)O)cc2)o1)C(=O)NCc1ccco1 | 44.9
68 | c1ccc(C2N(c3ccccc3)CCN2c2ccccc2)cc1 | -7.5
69 | O=C(CN(Cc1ccccc1)S(=O)(=O)c1ccc(Br)cc1)NCc1ccccn1 | 7.3
70 | Cc1c(C(=O)NC(c2ccccc2)c2ccccc2)cccc1[N+](=O)[O-] | 2.4
71 | N#Cc1c(N)nc2c(c1-c1ccc3c(c1)OCO3)CCCCC2 | -7.3
72 | O=C(NCCN1CCCC1=O)c1ccccc1 | -1.9
73 | Cc1cc(C)n(C(=O)CNC(=O)COc2ccccc2C)n1 | 24.4
74 | O=C1NN(c2ccc(Cl)cc2)C(=O)/C1=C\c1ccc(-c2ccc(Cl)c(C(=O)O)c2)o1 | 14.8
75 | O=C(O)C1CCCCC1C(=O)Nc1nccs1 (centres undefined) | -16.4
76 | O=C(/C=C/c1ccc(F)cc1)NC1CC1 | -34.0
77 | COC(=O)c1ccc(/C=N/NC(=O)c2cc(-c3ccc4ccccc4c3)n[nH]2)cc1 | -2.6
78 | CCOC(=O)C(Nc1cc2oc3ccccc3c2cc1OC)c1ccccc1 (centres undefined) | -2.6
79 | COc1cccc2c1NC(c1ccccc1Cl)C1CC=CC21 (centres undefined) | -2.7
80 | c1ccc(C2=NNC3(CCCCCCC3)S2)cc1 | 4.1
81 | O=C1CC(c2ccc3c(c2)OCO3)c2cc(Br)c3ccccc3c2N1 (centres undefined) | 3.8
82 | O=C(Nc1ccccc1O)c1cccc2c(Br)cccc12 | 2.5
83 | O=C(Cc1ccccc1)N1N=C(c2ccc(F)cc2)CC1(O)C(F)(F)F (centres undefined) | 1.3
84 | C/C(NCc1ccccc1)=C(\C#N)C(=O)NCc1ccccc1 | 0.1
85 | Cc1cc(C)nc(SCC(=O)NCCc2ccccc2)n1 | -0.7
86 | CCC(C(=O)N1CCCC1)c1ccccc1 (centres undefined) | -23.2
87 | COc1ccccc1/C=N/Nc1cc(N2CCOCC2)nc(N2CCOCC2)n1 | -10.7
88 | Cc1ccccc1NC(=O)c1cccnc1 | 3.8
89 | O=C1NC(=S)NC(=O)C1=Cc1ccccc1OS(=O)(=O)c1ccc([N+](=O)[O-])cc1 | -4.0
90 | O=C1ON=C(c2ccc(Cl)cc2)/C1=C/C=C/c1ccccc1 | 78.4
91 | COc1cc(/C=C2\C(=O)NC(=S)N(c3ccc(C(C)C)cc3)C2=O)ccc1O | 19.1
92 | COc1ccc(NC(=O)CCC(C(C)=O)[N+](=O)[O-])cc1 (centres undefined) | -11.2
93 | O=C(N/N=C\c1cc(I)cc(I)c1O)c1ccc([N+](=O)[O-])cc1 | -22.6
94 | CCCOc1ccc(C(=O)N2CCN(c3ccc([N+](=O)[O-])cc3)CC2)cc1 | 4.7
95 | O=C(O)CCN1C(=O)/C(=C/c2ccc(Cl)cc2Cl)SC1=S | -60.6
96 | CC1(C)C(=O)N(Cc2ccc(Cl)c(Cl)c2)c2ccccc2N1C(=O)c1cccc([N+](=O)[O-])c1 | -13.1

A second format for 4 compounds above.
#26 O=C(c1ccc(Br)cc1)N1CCN(c2ccc(F)cc2)CC1
  DUSP3 inh: -18.9
#75 O=C(O)C1CCCCC1C(=O)Nc1nccs1 (centres undefined)
  DUSP3 inh: -16.4
#64 NC(=O)c1ccc(NC(=O)CCN2C(=O)c3cccc([N+](=O)[O-])c3C2=O)cc1
  DUSP3 inh: 15.7
#41 CC(=O)N1CCN=C1Nc1c(Cl)cccc1Cl
  DUSP3 inh: -21.4

Next structures follow.
entry | SMILES | DUSP3 inh
97 | COc1ccc(/C=C2\SC(=O)N(Cc3ccccc3)C2=O)cc1 | -4.7
98 | COc1ccc(-c2nc3ccccc3c(C(=O)Nc3ccc(C)cc3)c2C)cc1 | 3.8
99 | COc1ccc(CNC(=O)CSc2nc3ccccc3s2)cc1 | -0.3
100 | O=C1CC(c2ccccc2)CC2=C1C(c1ccc(F)cc1)Nc1ccccc1N2 (centres undefined) | 5.5
101 | O=C(NCc1ccccc1)c1ccc(CN2CCN(Cc3ccccc3)CC2)cc1 | 8.4
102 | CCCCCOC(=O)CSc1nnc(-c2ccccc2Cl)o1 | -27.4
103 | O=C1C(=O)N(c2cccc([N+](=O)[O-])c2)C(c2ccc3c(c2)OCO3)/C1=C(/O)c1ccccc1 (centres undefined) | 10.7
104 | C#CCSc1nc2ccccc2n1C(=O)c1sc2ccccc2c1Cl | -8.0

Three structures already listed, ordered by SMILES length, smallest number first:
entry | SMILES | DUSP3 inh
102 | CCCCCOC(=O)CSc1nnc(-c2ccccc2Cl)o1 | -27.4
101 | O=C(NCc1ccccc1)c1ccc(CN2CCN(Cc3ccccc3)CC2)cc1 | 8.4
100 | O=C1CC(c2ccccc2)CC2=C1C(c1ccc(F)cc1)Nc1ccccc1N2 (centres undefined) | 5.5

(cont.)
entry | SMILES | DUSP3 inh
105 | CC(C)OC(=O)C(=O)/C=C1\NC(C)(C)Cc2ccccc21 | -20.0
106 | Cc1ccc(C2Nc3ccccc3NC3=C2C(=O)CC(c2ccc4c(c2)OCO4)C3)s1 (centres undefined) | 64.1
107 | COc1ccc(C(=O)N2CCN(Cc3ccc4c(c3)OCO4)CC2)cc1OC | -4.9
108 | Cc1ccc(C(C)C)c(OCC(=O)N/N=C/c2cc3c(cc2Cl)OCO3)c1 | -21.5
109 | O=C(/C=C/c1ccccc1)NC(=S)Nc1ccc(I)cc1 | -20.3
110 | O=C(N/N=C\c1cccc(Cl)c1Cl)c1cnccn1 | -5.5
111 | CCOC(=O)c1c(C)[nH]c(C=C2C(=O)CC(C)(C)CC2=O)c1O | -8.4
112 | CC1CCc2c(sc(NC(=O)c3ccccc3Cl)c2C(=O)N2CCCCCC2)C1 (centres undefined) | 5.9
113 | CCc1ccc(/C=C2/C(=O)NC(=O)N(c3ccc(OC)cc3)C2=O)cc1 | 21.1
114 | O=C(COc1ccccc1Cl)NNC(=O)c1ccc(O)cc1 | -8.5
115 | Cc1ccc(NC(=O)c2ccc(Br)o2)cc1Cl | -8.5
116 | CC1(C)OC(c2ccccc2)=C/C(=C/C=C2C(=O)NC(=O)NC2=O)O1 | -0.7
117 | O=C(O)c1ccc(S(=O)(=O)c2ccc(Sc3ccc(C(=O)O)c(C(=O)O)c3)cc2)cc1 | 0.8
118 | Cc1ccc(N2NC(=O)/C(=C/c3ccc(C)c([N+](=O)[O-])c3)C2=O)cc1Cl | -13.1
119 | CC(C)C(C(=O)Nc1ccc(F)cc1)N1C(=O)c2ccccc2C1=O (centres undefined) | -14.4
120 | Cc1sc(/N=C/c2c(O)ccc3ccccc23)c(C#N)c1C | -3.2
121 | CC(=O)N/N=C/c1cc(C)n(-c2cccc(Cl)c2Cl)c1C | -5.1
122 | O=C(c1ccc(F)cc1)N1CCN(Cc2cccc(Oc3ccccc3)c2)CC1 | 15.3
123 | O=C(CCc1ccccc1)Nc1cc(C(=O)O)cc(C(=O)O)c1 | 6.9
124 | CCc1ccc(NC(=O)CSc2nnc(C)s2)cc1 | 6.4
125 | O=C(NC(=S)Nc1cccc(-c2nc3ccccc3s2)c1)c1ccco1 | -19.0
126 | O=[N+]([O-])c1ccc(Nc2ccc(Br)cc2)nc1 | -18.9
127 | CC(C)c1ccccc1NC(=O)Cc1ccc(Br)cc1 | -3.5
128 | O=C(Nc1ccc(Cl)cn1)S(=O)(=O)c1ccccc1 | -19.7

From PubChem
